USP2a inh – qHTS Assay for Inhibitors of Ubiquitin-specific Protease USP2a Using CHOP2 as the Reporter | Potency, µM (highest dose often 38.3 µM), for inactives: at the top dose activity change, negative = inhibition, most hits filed as inhibitors | Ubiquitin carboxyl-terminal hydrolase 2 (Homo sapiens), O75604 | USP2 core, Ub-CHOP2 coupled fluorogenic reporter, 485/531 | 0.01% of 330,000 active;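 also: potency is read from the fitted curve at half-maximal effect; plate controls were DMSO wells for no effect and full inhibition by NEM control for full effect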
Target sequence (O75604 whole entry, looked up): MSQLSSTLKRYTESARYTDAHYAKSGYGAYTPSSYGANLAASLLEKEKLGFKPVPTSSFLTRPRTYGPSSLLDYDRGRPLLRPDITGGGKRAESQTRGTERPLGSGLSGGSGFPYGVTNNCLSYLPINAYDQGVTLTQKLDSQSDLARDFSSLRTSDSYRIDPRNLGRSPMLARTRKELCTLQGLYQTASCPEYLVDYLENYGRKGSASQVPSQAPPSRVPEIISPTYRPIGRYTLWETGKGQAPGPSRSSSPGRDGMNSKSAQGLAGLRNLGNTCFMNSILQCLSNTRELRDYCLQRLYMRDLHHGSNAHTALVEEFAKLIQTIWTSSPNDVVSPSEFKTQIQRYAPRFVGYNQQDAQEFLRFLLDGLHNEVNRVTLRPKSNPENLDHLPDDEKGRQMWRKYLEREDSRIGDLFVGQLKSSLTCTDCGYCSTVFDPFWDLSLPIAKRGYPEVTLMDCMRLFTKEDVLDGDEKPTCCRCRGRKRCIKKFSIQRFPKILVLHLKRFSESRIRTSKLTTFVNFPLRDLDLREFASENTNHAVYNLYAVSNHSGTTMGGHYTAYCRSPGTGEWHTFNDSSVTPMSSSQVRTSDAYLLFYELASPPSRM
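Cell-free coupled assay: 10nM USP2 core preincubated 30min RT with compound in Tris-HCl pH 8.0/CaCl2/CHAPS buffer, then 25nM Ub-CHOP2 and 25nM reporter substrate; fluorescence (Ex 485/Em 531) read after 60min RT, normalized to NEM inhibition, concentration-response curves fitted.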
KCNH2 WT inh – qHTS for Inhibitors of KCHN2 3.1: Wildtype qHTS | U2OS, BacMam KCNH2, thallium flux FluxOr; hits give low values | activity change, % at 1.84 µM | AID 720551, 2013 | Voltage-gated inwardly rectifying potassium channel KCNH2 (Homo sapiens), Q12809 | 0.37% of 340,000 active;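 active = maximum activity change below -70%; inconclusive = maximum activity change between -70% and -50%; inactive = maximum activity change above -50%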; also: % is scaled to controls: 0 for no effect and ±100 for the full control effect
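U2OS cells transduced with wild-type KCNH2 virus are loaded with FluxOr dye for 45 min, and thallium flux is measured in kinetic reads before and after stimulation buffer. Rate constants are normalized to DMSO controls.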
B2AR arrestin – qHTS assay of beta-arrestin-biased ligands of beta2-adrenergic receptor | Beta-2 adrenergic receptor (Homo sapiens), P07550 | beta-arrestin recruitment to beta2AR, cell-based reporter | Potency, µM (highest dose often 46.1 µM), for the others: at the top dose activation, hits mostly activators | 0.02% of 330,000 active | AID 492947, 2010;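 also: potency is read from the fitted curve at half-maximal effect; 0% = DMSO controls and full agonism = EC100 isoproterenol or metaproterenol; nearly all actives have a fitted effect of over 65% in size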
PKM2 activator – qHTS Assay for Activators of Human Muscle isoform 2 Pyruvate Kinase; Pyruvate kinase PKM (Homo sapiens), P14618; purified PKM2, Kinase-Glo ATP luminescence, activation; response scale: 0% is enzyme alone, no compound; Potency, µM (highest dose often 57.5 µM), inactives show top-dose activation, actives largely listed as activators; 0.34% of 260,000 active; AID 1631, 2009; also: potency is read from the fitted curve at half-maximal effect; % is scaled to controls: 0 for no effect and ±100 for the full control effect; nearly all actives have a fitted effect of over 55% in size
Target sequence (P14618 whole entry, looked up, canonical isoform): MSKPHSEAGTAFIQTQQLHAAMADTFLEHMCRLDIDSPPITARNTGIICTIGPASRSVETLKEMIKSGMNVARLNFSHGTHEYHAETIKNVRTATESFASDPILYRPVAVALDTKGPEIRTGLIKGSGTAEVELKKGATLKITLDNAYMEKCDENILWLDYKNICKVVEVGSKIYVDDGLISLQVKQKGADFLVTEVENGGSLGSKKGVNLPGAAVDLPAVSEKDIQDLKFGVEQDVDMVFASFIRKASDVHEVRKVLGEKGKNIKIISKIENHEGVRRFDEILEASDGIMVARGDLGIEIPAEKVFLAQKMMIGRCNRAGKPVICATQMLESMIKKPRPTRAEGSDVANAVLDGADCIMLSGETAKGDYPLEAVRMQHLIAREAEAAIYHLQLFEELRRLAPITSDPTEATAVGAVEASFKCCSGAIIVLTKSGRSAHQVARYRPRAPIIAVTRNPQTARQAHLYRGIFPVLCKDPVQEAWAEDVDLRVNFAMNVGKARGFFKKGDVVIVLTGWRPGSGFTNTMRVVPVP
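ATP formation by purified human PK-M2, quantified via coupled luciferase luminescence after 1 h at room temperature with 0.1 mM ADP and 0.5 mM PEP final.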
GALK inh – qHTS Assay for Inhibitors of Human Galactokinase (GALK); P51570; Purified GALK, Kinase-Glo residual ATP luminescence; Potency, µM (top dose mostly 57.5 µM), inactives show at the highest dose activity change, negative = inhibition, most hits filed as inhibitors; 0.007% of 270,000 active; also: potency is read from the fitted curve at half-maximal effect; % is scaled to controls: 0 for no effect and ±100 for the full control effect
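Luminescence from leftover ATP (Ultra-Glo luciferase/luciferin) served as read-out after a 1 h room-temperature reaction of 5 nM GALK with 35 uM ATP and 100 uM galactose.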
Giardia killer – Small Molecules that selectively kill Giardia lamblia: qHTS; Giardia lamblia trophozoite viability; activity change, % at 7.66 µM, hits read low; 0.15% of 340,000 active; AID 540267, 2011; in the data active = activity change below about -80%; inconclusive = between about -30% and that limit;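 also: parasites exposed to compound for two days anaerobically before the ATP read; % is scaled to controls: 0 for no effect and ±100 for the full control effect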
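Giardia trophozoites, 100 cells per well, were exposed to compounds for 48 hrs at 37 deg C under anaerobic conditions; viability was then read as ATP content by bioluminescence after 15-30 min at room temperature.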
Menin-MLL TR inh – qHTS Assay for Inhibitors Targeting the Menin-MLL Interaction in MLL Related Leukemias: Competition With Texas Red Labeled MLL-derived Mutant Peptide; O00255; Menin + Texas Red MLL mutant peptide, fluorescence polarization; Potency, µM (top dose mostly 61.6 µM), for inactives: top-dose FP activity change, negative = inhibition, actives largely listed as inhibitors; 0.23% of 270,000 active; active = well fitted inhibition curve with a large enough effect in the polarisation, with a control signal flat, not every such curve was filed as active; inconclusive = small, poorly fitted or top-dose-only effect, or effect the other way, or a change in a side signal; inactive = no such curve, though single readings can be large or run the other way; the % refers to the polarisation; also: potency is read from the fitted curve at half-maximal effect; % of control where 0% means no effect; many of its hits are not listed in these tables
KCNH2 3.1 block – qHTS for Inhibitors of KCHN2 3.1: Mutant qHTS; Potassium voltage-gated channel subfamily H member 2, brain isoform KCNH2 3.1 (human); U2OS KCNH2 3.1, thallium flux FluxOr; hits give low values; activity change, % (tested at about 1.8 µM); 0.95% of 340,000 active; AID 720553, 2013;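 active = maximum activity change below -70%; inconclusive = maximum activity change from -70% to -50%; inactive = maximum activity change above -50%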;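 also: thallium influx rate constant from kinetic fluorescence after stimulation buffer; % is scaled to controls: 0 for no effect and ±100 for the full control effect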
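Thallium flux read-out: FluxOr dye with Red40 quencher in HBSS/HEPES, 45 min at RT. Rate constants from kinetic reads were normalized to positive and negative DMSO controls. Cells: U2OS virally expressing the 3.1 isoform.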
MLL CXXC-DNA inh – qHTS Fluorescence Polarization Assay for Inhibitors of MLL CXXC domain - DNA interaction. Histone-lysine N-methyltransferase 2A (Homo sapiens), Q03164. MLL-CXXC / FITC-HOXA9 DNA fluorescence polarization. Potency, µM (doses to about 115 µM), inactives show at the highest dose activity change, negative = inhibition, actives largely listed as inhibitors. 0.037% of 290,000 active. AID 2662, 2010; active = well fitted inhibition curve with a large enough effect in the polarisation, with a control signal flat, not every such curve was filed as active; inconclusive = small, poorly fitted or top-dose-only effect, or effect the other way, or a change in a side signal; inactive = no such curve, though single readings can be large or run the other way; the % refers to the polarisation; also: potency is read from the fitted curve at half-maximal effect
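Purified MLL-CXXC (added from a 7 uM solution) was preincubated 5 min at ambient with pinned compounds in 50 mM Tris-HCl pH 7.5, 50 mM NaCl, 1 mM DTT, 0.05% BSA. Fluorescein-labeled HOX-A9 DNA (50 nM solution) followed, 30 min, then polarization read.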
TRPV1 agonist – HTS Assay for Compounds that Act as Agonists of the Vanilloid Receptor 1; Transient receptor potential cation channel subfamily V member 1 (Homo sapiens), Q8NER1; TRPV1-expressing cells, Fluo-8 calcium influx, agonist mode; 0.19% of 320,000 active; activation, % at 8.33 µM; in the data active = activation above about 80%; inconclusive = between about 30% and that limit; also: 0% is about no effect
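Cells expressing TRPV1 were dye-loaded with Fluo-8 and read kinetically: 10 s baseline, 3 min after compound (agonist portion), then 2 min after EC20 capsaicin (allosteric enhancer portion). Calcium-bound dye fluorescence at 480/520 nm.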
FBPA coupling cs – qHTS Assay for Inhibitors of Fructose-1,6-bisphosphate Aldolase from Giardia Lamblia: Coupling assay counterscreen | coupling enzyme system counterscreen, AmpLite Red fluorescence | activity change, negative = inhibition, % at 58.2 µM, hits read low | 0.67% of 290,000 active | AID 2472, 2010; in the data active = activity change below about -30%; also: % is scaled to controls: 0 for no effect and ±100 for the full control effect
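Final compound at 57.5 uM, incubated 10 min at RT with coupling enzyme reagent (glyceraldehyde-3-phosphate), then 20 min with substrate and AmpLite Red detection. Fluorescence read at 525/598 nm; tests interference with the coupling assay, not aldolase inhibition.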
Numbers without * were called inactive; ? = inconclusive; · = not tested or not shown; & = joins results of further samples; [ ] = another dose, or the depositor's remark. Unless noted, calls follow the shape of the dose curve; as a rule, active = well fitted curve in the direction sought with a large enough effect; inconclusive = small, poorly fitted or top-dose-only effect, or another doubt; inactive = no such curve, though single readings can be large; an effect the other way counts as inactive or inconclusive. Some of the compounds tested (hit frequency here may not be typical).

SMILES | USP2a inh | KCNH2 WT inh | B2AR arrestin | PKM2 activator | GALK inh | Giardia killer | Menin-MLL TR inh | KCNH2 3.1 block | MLL CXXC-DNA inh | TRPV1 agonist | FBPA coupling cs
CCN(CC)c1ccc2cc(C(N)=O)/c(=N\NC(=O)c3ccncc3)oc2c1 | 27% | -9 | 0.1% | 1% | 0% | -4 | ? | 0 | ? | ? | -7
COc1ccc(C(C(=O)NC2CCCC2)N(C(=O)c2ccco2)c2ccccc2C(C)=O)cc1OC (stereo not given) | 1% | -7 | -1.1% | · | 1% | 8 | · | -2 | 28% | 1 | -1
O=Nc1c(O)n(Cc2cccc(C(F)(F)F)c2)c2ccccc12 | 1% | 21 | -0.7% | -4% | 2% | -15 | -23% | -3 | 3% | 0 | 4
CC(=O)N(CN1C(=O)c2ccccc2C1=O)c1ccc2c(c1)oc1ccccc12 | 2% | 71 | -0.1% | -6% | 0% | 1 | -14% | -43 | 1% | 7 | 0
O=C1NC(=O)c2cc(Br)cc3cccc1c23 | -2% | -2 | -0.1% | 5% | 0% | -14 | 6% | -5 | 8% | 1 | 0
Cc1ccc(NC(=O)/C(=C/C=C/c2ccccc2)NC(=O)c2ccccc2)cc1 | 0% | -3 | 0.3% | 0% | -4% | -6 | -22% | -28 | 8% | 10 | 4
O=C(Nc1ccc2c(c1)CCC2)c1cccc(S(=O)(=O)Nc2ccccc2Cl)c1 | -1% | -6 | 0.5% | 1% | -1% | -18 | -13% | 4 | -6% | -2 | 5
C=C1CCC[C@]2(C)C[C@H]3OC(=O)C(CNC(C)CC)[C@H]3CC12 (stereo not given in full) | 1% | 22 | 0.3% | · | -1% | 11 | ? | 9 | -1% | 2 | 0
COc1ccc(C2(O)CCN(CC(=O)Nc3nccs3)CC2)c(OC)c1 | -1% | -1 | -0.4% | -2% | -4% | 7 | -28% | 4 | -1% | 5 | -2
CC1CCN(S(=O)(=O)c2cccc(C(=O)N3CCN(c4ccc(F)cc4)CC3)c2)CC1 | 3% | -24 | -0.2% | 0% | -9% | -15 | -19% | -21 | 6% | 0 | 0
COc1ccc(/C=N\NC(=O)c2ccccc2Br)cc1COc1ccccc1 | 2% | -15 | 0.5% | 0% | -3% | 8 | · | -9 | 0% | 12 | ·
CCCCC(CC)CNC(=O)C(=O)C1C(=O)Nc2ccccc21 (stereo not given) | 2% | -4 | 0.0% | -4% | 0% | 12 | ? | 1 | 11% | 0 | 4
CCc1ccc(-c2cc(-c3n[nH]c(=S)n3CC)c3ccccc3n2)cc1 | 2% | · | -0.6% | 1% | 1% | · | -8% | · | -1% | 16 | 0
Cc1ccnc(NC(=O)CC(NC(=O)c2ccccc2Cl)c2ccccc2)c1 (stereo not given) | -1% | -7 | -0.2% | · | · | 0 | · | -12 | · | -2 | ·
COCCNC(=O)c1onc(CSc2ccccc2C)c1C(=O)O | 2% | -5 | -0.3% | 3% | -9% | -13 | -10% | -7 | -3% | 5 | 0
CCCC(C(=O)Nc1nccs1)c1ccccc1 (stereo not given) | -1% | -1 | -0.9% | -6% | 0% | -9 | 27% | -3 | 11% | 5 | 2
CN(C1=NS(=O)(=O)c2ccccc21)c1ccc(OC(=O)c2ccncc2)cc1 | 4% | -18 | -0.4% | 2% | 0% | -15 | 0% | -4 | 8% | 2 | 0
COc1cccc(C2/C(=C(/O)c3ccc(C)cc3)C(=O)C(=O)N2Cc2ccco2)c1 (stereo not given) | 0% | -6 | 2.6% | 11% | 1% | -16 | 3% | -13 | -5% | 1 | -6
O=C(c1oc(=O)c2ccccc2c1-c1ccccc1)N1CCOCC1 | 5% | -1 | 0.6% | -2% | 1% | -13 | -17% | 3 | -5% | -3 | 4
O=C(Cc1ccccc1)Nc1ccccc1Sc1ccccc1 | -8% | 1 | -0.1% | -16% | 2% | 10 | -15% | 2 | ? | 0 | 7
Cc1cc(C(=O)CN2C(=O)NC3(CCCCC3)C2=O)c(C)n1-c1ccc2c(c1)OCO2 | -2% | 3 | 0.4% | -1% | 0% | 15 | -17% | -2 | -1% | 6 | 0
COc1ccc(S(=O)(=O)N2CC(C(=O)O)Oc3ccc(CC(=O)O)cc32)cc1 (stereo not given) | 4% | -33 | -1.2% | 3% | 0% | -7 | -7% | 2 | 7% | -1 | 6
COc1cccc(S(=O)(=O)Nc2ccc(C(=O)N3CCN(C(=O)c4ccco4)CC3)cc2)c1 | 0% | 6 | 0.4% | 1.4µM* | -1% | 21 | -17% | 21 | -10% | 4 | 1
COc1ccc(NC(=O)CSc2nnc(NC(=O)c3ccco3)s2)cc1 | 0% | 3 | 0.1% | -1% | 0% | 6 | -8% | 1 | 2% | 1 | 3
COc1ccc(S(=O)(=O)NCC2CCC(C(=O)O)CC2)cc1 (stereo not given) | 2% | 18 | -0.5% | · | 0% | -10 | -6% | -4 | -1% | 0 | 0
COc1cc(/C=C/c2nc3ccccc3c(=O)[nH]2)cc(OC)c1OC | -2% | -5 | -1.0% | · | 0% | -6 | 2% | 7 | ? | 0 | 0
O=C(NC1CCN(C(=O)Nc2ccccc2Cl)CC1)c1cccc(F)c1 | 2% | 9 | -0.1% | 0% | 0% | 10 | -3% | -6 | -7% | 26 | 2
COC(=O)CCC(=O)OC1(C)C(=O)C=C2C=C(C3CC3)N(Cc3ccco3)C=C2C1=O (stereo not given) | 13% | -2 | -0.3% | 0%[11.5 µM] | 1% | 10 | -21%[11.7 µM] | -11 | 0% | 1 | -29&-23
CC1CCCN(c2sc(S(C)(=O)=O)nc2S(=O)(=O)c2ccc(Cl)cc2)C1 (stereo not given) | 2% | -3 | 0.1% | · | 0% | 14 | · | 18 | 9% | 6 | ·
COc1ccc(OCc2nnc(SCC(=O)N(C)Cc3ccccc3)n2N)cc1 | -1% | 16 | -0.5% | -5% | 8% | -5 | -16% | -1 | 2% | -2 | 8
CC(=O)c1cccc(NC(=O)CCc2nnc3ccc(N4CCOCC4)nn23)c1 | 2% | -2 | 0.3% | 4% | -2% | -4 | -1% | 22 | -4% | 8 | 0
COc1ccc(C(=O)NCc2nnc(SCC(=O)N3CCCCC3)o2)cc1OC | 5% | 1 | -0.6% | 10% | 2% | -15 | -8% | -8 | 7% | -2 | 0
O=[N+]([O-])c1c(NCCCO)cc(SCc2ccco2)c2nonc12 | 0% | 34 | 4.9% | ? | · | 7 | 12% | 23 | -23% | 15 | -7
Nc1nonc1C(=O)NCCNC(=O)c1ccc(Cl)c(Cl)c1 | 4% | 21 | -0.4% | -6% | 1% | -27 | 2% | 11 | 12% | 9 | 1
CC(C)c1ccc(S(=O)(=O)N2CCN(C(=O)n3ccnc3)CC2)cc1 | 1% | 2 | 0.4% | · | · | 12 | · | -6 | · | 2 | ·
CC1(C)c2ccccc2N2CC(=O)N(CC(N)=O)C21C (stereo not given) | 1% | 0 | -0.2% | -2% | -2% | -9 | ? | 10 | 14% | 4 | 4
O=C(Cn1ccc2ccccc2c1=O)NCCC(=O)N1CCN(C2CCCCC2)CC1 | 2% | 1 | 0.4% | 8% | -1% | -7 | 0% | 5 | -3% | 4 | 3
C=CCCC(=O)N1CCCC(C(=O)c2cccc(OC)c2)C1 (stereo not given) | -1% | 2 | 0.2% | 0% | -7% | 7 | -14% | 2 | 4% | 10 | 3
O=C(NN1CCOCC1)c1ccccc1NS(=O)(=O)c1ccc(F)cc1F | 1% | 5 | 0.2% | · | · | -4 | · | -14 | · | · | ·
Cc1cnc(NC(=O)CSc2nnc(C)n2N)s1 | -1% | -4 | -0.6% | -7% | 3% | -11 | 13% | -8 | 0% | 0 | 4

Source: PubChem (National Center for Advancing Translational Sciences (NCATS))
